Screens: PubChem, National Center for Advancing Translational Sciences (NCATS)
USP2a block – qHTS Assay for Inhibitors of Ubiquitin-specific Protease USP2a Using CHOP2 as the Reporter. Ubiquitin carboxyl-terminal hydrolase 2 (Homo sapiens), O75604. USP2 core, Ub-CHOP2 coupled fluorogenic reporter, 485/531. Potency, µM (top dose mostly 38.3 µM), without a hit: at the top dose activity change, negative = inhibition, hits mostly inhibitors. 0.01% of 330,000 active;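 further: potency means the concentration at half of the fitted maximal effect; plate controls were DMSO wells for no effect and full inhibition by NEM control for full effect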
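USP2 core (10nM final) preincubated 30min RT with compound in 20mM Tris-HCl pH 8.0, 2mM CaCl2, 2mM beta-mercaptoethanol, 0.05% CHAPS; 25nM Ub-CHOP2 plus 25nM reporter substrate added, fluorescence (Ex485/Em531) read after 60min.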
Tb PFK block – qHTS Assay to Find Inhibitors of T. brucei phosphofructokinase; T. brucei PFK, ADP-Glo luminescence; 0.17% of 330,000 active; Potency, µM (series often up to 57.5 µM), inactives show at the highest dose activity, negative = inhibition, hits mostly inhibitors; AID 485367, 2010; ATP-dependent 6-phosphofructokinase (Trypanosoma brucei brucei), O15648;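 further: potency means the concentration at half of the fitted maximal effect; 0% = uninhibited 1x PFK enzyme wells and -100% = no-enzyme wells; nearly all actives have a fitted effect of over 60% in size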
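PFK 1.25 nM, F6P 0.5 mM, ATP 0.1 mM, 0.1 M TEA pH 8.0, 5 mM MgCl2, 0.01% Tween20, 0.1% BSA; 45 min RT. ADP-Glo readout. qHTS titration up to 57 uM; curves fitted, compounds curve-classed.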
Chronic BCR inh – qHTS Assay to Find Inhibitors of Chronic Active B-Cell Receptor Signaling. ABC-DLBCL IkBa-CBG/CBR reporter, luminescence ratio, 4 h. Potency, µM (top dose mostly 46.1 µM), for the others: top-dose ratio change, negative = lower green/red ratio, most hits filed as inhibitors. 0.05% of 340,000 active. AID 493014, 2011; active means well fitted inhibition curve with a large enough effect in the signal ratio, with a control signal flat, not every such curve was filed as active; inconclusive means small, poorly fitted or top-dose-only effect, or effect the other way, or a change in a side signal; the % refers to the signal ratio;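 further: potency means the concentration at half of the fitted maximal effect; plate controls were basal doxycycline-induced cells for no effect and cells given 10 µM MG132 for full effect; MG132 reads +100%, hits lower the ratio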
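TMD8 human ABC-DLBCL cells with doxycycline-inducible IκBα–green luciferase fusion and unfused red luciferase, in 0.5% FBS medium; compounds up to 46 uM, 4 h at 37C. Green/red luminescence ratio, filter-overlap corrected, fitted to concentration-response curves.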
PTAP TSG101 blk – qHTS Assay for Iinhibitors of HIV-1 Budding by Blocking the Interaction of PTAP/TSG101. Potency, µM (doses to about 115 µM), inactives show at the top dose activity change, negative = inhibition, usual class: inhibitors. Fluorescence polarization, FITC-PTAP peptide / Tsg101 binding. Tumor susceptibility gene 101 protein (Homo sapiens), Q99816. 340,000 tested, under 10 active; active means well fitted inhibition curve with a large enough effect in the main read-out, with a control signal flat, not every such curve was filed as active; inconclusive means small, poorly fitted or top-dose-only effect, or effect the other way, or a change in a side signal; inactive means no such curve, though single readings can be large or run the other way; further: potency means the concentration at half of the fitted maximal effect; % of control where 0% means no effect
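Fluorescence polarization binding of Tsg101 binding domain (10 uM final) to FITC-labeled PTAP peptide (50 nM final) in HEPES pH 7.5 buffer with NaCl, Tween 20, EDTA, TCEP. Compounds added before peptide; binding 20 min at RT.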
TSHR antag – Antagonists of the Thyroid Stimulating Hormone Receptor: HTS campaign. Thyrotropin receptor (Homo sapiens), P16473. TSHR-expressing cells, TSH-stimulated cAMP HTRF, 2 h; active compounds read low. activity change, negative = inhibition, % at 11.5 µM. 0.2% of 330,000 active;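 active means activity change below a set negative limit, meaning inhibition stronger than a set level, cut at about -70% in these data; inconclusive means activity change between two set negative limits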; further: on the % scale 0 is the no-effect control and ±100 the full control effect
Target sequence (P16473 whole entry, looked up): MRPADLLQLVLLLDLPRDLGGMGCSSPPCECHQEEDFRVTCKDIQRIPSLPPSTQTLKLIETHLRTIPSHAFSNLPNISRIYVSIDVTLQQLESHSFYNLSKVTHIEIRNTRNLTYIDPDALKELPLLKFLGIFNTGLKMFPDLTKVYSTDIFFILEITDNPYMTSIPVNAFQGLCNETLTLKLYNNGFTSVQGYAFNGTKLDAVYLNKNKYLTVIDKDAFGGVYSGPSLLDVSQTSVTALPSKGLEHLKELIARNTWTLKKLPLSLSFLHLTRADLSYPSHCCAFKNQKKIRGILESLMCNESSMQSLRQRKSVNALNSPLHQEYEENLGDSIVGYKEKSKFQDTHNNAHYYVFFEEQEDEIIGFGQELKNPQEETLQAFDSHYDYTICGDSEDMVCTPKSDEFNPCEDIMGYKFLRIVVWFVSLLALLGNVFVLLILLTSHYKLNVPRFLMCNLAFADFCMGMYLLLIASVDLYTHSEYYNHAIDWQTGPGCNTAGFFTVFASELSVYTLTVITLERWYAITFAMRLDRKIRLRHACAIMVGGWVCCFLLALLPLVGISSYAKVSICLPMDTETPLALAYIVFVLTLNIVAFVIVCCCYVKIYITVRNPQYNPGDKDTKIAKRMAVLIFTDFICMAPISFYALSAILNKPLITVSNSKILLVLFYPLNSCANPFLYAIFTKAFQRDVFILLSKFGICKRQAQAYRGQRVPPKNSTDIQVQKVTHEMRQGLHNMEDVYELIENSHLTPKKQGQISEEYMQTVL
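TSHR-expressing cells were treated with compounds, then stimulated with TSH at EC80 (4nM final) for 2 hours at 37 deg C. Cellular cAMP was measured by HTRF competition between lysate cAMP and cAMP-d2 for a cryptate-labelled anti-cAMP antibody.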
B2AR arrestin – qHTS assay of beta-arrestin-biased ligands of beta2-adrenergic receptor | 0.02% of 330,000 active | Beta-2 adrenergic receptor (Homo sapiens), P07550 | beta-arrestin recruitment to beta2AR, cell-based reporter | AID 492947, 2010 | Potency, µM (doses to about 46.1 µM), inactives show top-dose activation, actives largely listed as activators;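 further: potency means the concentration at half of the fitted maximal effect; 0% = DMSO controls and full agonism = EC100 isoproterenol or metaproterenol; nearly all actives have a fitted effect of over 65% in size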
ELG1 repair inh – qHTS screen for small molecules that inhibit ELG1-dependent DNA repair in human embryonic kidney (HEK293T) cells expressing luciferase-tagged ELG1; HEK293T ELG1-luciferase reporter, luminescence, 16 h; DNA damage induced by 5-fluorouridine; Potency, µM (series often up to 46.1 µM), for the others: at the highest dose activity change, negative = inhibition, hits mostly inhibitors; 2.3% of 330,000 active; further: potency means the concentration at half of the fitted maximal effect; on the % scale 0 is the no-effect control and ±100 the full control effect; nearly all actives have a fitted effect of over 55% in size
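Quantitative HTS, concentration-response format. 2,000 cells/well co-treated with 5-fluorouridine and compound, 16 hr in 5% CO2 at 37 °C; ONE-Glo luminescence read after 30 min.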
Eya2 inh – qHTS Assay for Inhibitors of the Phosphatase Activity of Eya2 | 0.006% of 330,000 active | Potency, µM (doses to about 76.9 µM), inactives show at the highest dose activity, negative = inhibition, actives largely listed as inhibitors | Protein phosphatase EYA2 (Homo sapiens), O00167 | recombinant Eya2, OMFP fluorescence dephosphorylation (OMFP is methylfluorescein phosphate); further: potency means the concentration at half of the fitted maximal effect; on the % scale 0 is the no-effect control and ±100 the full control effect
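Eya2 (0.2 uM) preincubated 10 min at ambient with compound, then OMFP substrate added at 50 uM; 10 min reaction in 50 mM HEPES pH 7.5, 50 mM NaCl, 5 uM MgCl2, 0.05% BSA, 1 mM DTT. Fluorescence read at Ex 485/Em 525 nm.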
Mito fusion yeast – qHTS Assay for Small Molecule Inhibitors of Mitochondrial Division or Activators of Mitochondrial Fusion | Potency, µM (doses to about 46.1 µM), inactives show at the top dose growth rescue (activation), actives largely listed as activators | 0.23% of 320,000 active | AID 485298, 2010 | S. cerevisiae fusion-defective mutant growth rescue, CellTiterGlo 48 h;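 further: potency means the concentration at half of the fitted maximal effect; % of control where 0% means no effect; nearly all actives have a fitted effect of over 45% in size; temperature-sensitive fusion mutants such as fzo1-1 at 37 °C on non-fermentable ethanol glycerol medium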
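Luminescent cell viability in 1536-well qHTS format served as the measure of rescued growth in ts fusion-mutant S. cerevisiae cultured on non-fermentable YPEG for 48 hours at 37C.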
TCR act – Activators of T cell receptors: qHTS campaign | primary human leukocytes, anti-CD3, IL-2 HTRF, 48 h | Potency, µM (series often up to 9.22 µM), for the others: at the highest dose activation of IL-2 secretion, hits mostly activators | 330,000 tested, under 10 active | AID 504894, 2011; further: % of control where 0% means no effect
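IL-2 release read by HTRF sandwich (Eu cryptate donor, d2 acceptor, 665 nm emission) after 48 hr exposure of primary human leukocytes to compound together with anti-CD3 beads in the absence of co-stimulatory signals.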
uPA generation – qHTS for Inhibitors of Cell Surface uPA Generation. 0.31% of 330,000 active. cell surface uPA generation assay, qHTS. Potency, µM (series often up to 38.3 µM), without a hit: at the top dose activity change, negative = inhibition, usual class: inhibitors; active means well fitted inhibition curve with a large enough effect; inconclusive means small, poorly fitted or top-dose-only effect; inactive means no such curve, though single readings can be large or run the other way; tested in mouse RAW 264.7 cells; further: potency means the concentration at half of the fitted maximal effect; on the % scale 0 is the no-effect control and ±100 the full control effect; nearly all actives have a fitted effect of over 55% in size
An asterisk follows results filed as active; ? = inconclusive; . = no result given; [ ] = dose if it differs, or a comment. Unless noted, the call rests on the fitted dose curve; in most records, active means well fitted curve in the direction sought with a large enough effect; inconclusive means small, poorly fitted or top-dose-only effect, or another doubt; inactive means no such curve, though single readings can be large; an effect the other way counts as inactive or inconclusive.

SMILES	USP2a block	Tb PFK block	Chronic BCR inh	PTAP TSG101 blk	TSHR antag	B2AR arrestin	ELG1 repair inh	Eya2 inh	Mito fusion yeast	TCR act	uPA generation
Cc1ccc2c(c1)nnn2C1CCN(CC(=O)NCCc2ccccc2)CC1	1%	-2%	12%	-11%	2	0.1%	?	-9%	4%	-2%	6%
COc1cc(CC(=O)OCC(=O)Nc2ccc3c(c2)OCO3)cc(OC)c1OC	-1%	-5%	-4%	0%	18	-0.1%	-1%	1%	5%	-10%	1%
O=C(CSc1nnc(-c2ccncc2)o1)Nc1cc(F)ccc1F	3%	0%	?	-2%	-5	-0.2%	?	-1%	4%	4%	2%
Cc1cc(NC(=O)C2CCCCC2)ncc1NC(=O)c1ccccn1	0%	0%	15%	-4%	-5	-0.1%	0%	-5%	-8%	3%	1%
CC(C)c1ccc(/C=N/n2nnnc2Nc2ccccc2)cc1	0%	1%	-6%	0%	-1	-0.8%	18%	-19%	1%	1%	-2%
O=C(c1cc2ccccc2s1)N1CCN(c2ccccn2)CC1	2%	-8%	1%	-3%	-18	0.8%	11%	2%	2%	11%	0%
Cc1cc(NC(=O)COC(=O)CCC(=O)c2ccc(F)cc2)no1	1%	1%	12%	1%	14	0.3%	15%	-10%	2%	0%	2%
CCOc1ccc(N=c2scc(-c3ccccc3)n2CCO)cc1	-11%	-1%	?	-8%	-40	0.3%	?	10%	2%	-2%	-23%
CC1(C)Cc2c(sc3c2c(=O)n(Cc2ccccc2)c2nncn32)CO1	-2%	1%	-3%	-1%	-10	0.1%	3%	-7%	1%	3%	2%
O=C(Nc1ccccc1F)Nc1cccc2ccc(O)cc12	-8%	-16%	?	0%	-12	0.3%	13µM*	?	0%	-5%	-9%
O=C(Nc1ccc([N+](=O)[O-])cc1)c1ccc(S(=O)(=O)N2CCCC2)cc1	0%	1%	-10%	-5%	0	-0.3%	?	0%	1%	-2%	5%
CN(C)C(=O)c1ccc(Nc2nnc(-c3ccc(O)cc3)c3ccccc23)cc1	3%	-1%	?	0%	-27	0.7%	6%	-10%	7%	-33%	14%
COC(=O)c1ccc(OCC(=O)NCCC2=CCCCC2)c(OC)c1	0%	-3%	?	-5%	-4	-0.2%	?	-1%	.	.	-4%
O=C(O)c1cc(S(=O)(=O)N2CCCCCC2)ccc1Cl	4%	0%	-1%	0%	3	-0.6%	2%	-10%[15.4 µM]	6%	9%	.
CC1CC1C(=O)OCC(=O)Nc1ccc(N=Nc2ccccc2)cc1 (stereo unspecified)	-1%	1%	-15%	-4%	-9	-0.5%	?	-15%	24%	0%[46.1 µM]	-1%
CCCCNC(=O)Cn1cnc2sc(C(=O)OCC)c(C)c2c1=O	2%	-2%	1%	-7%	11	-0.1%	-15%	-6%	-2%	-3%	-5%
COc1cccc(OC)c1NC(=O)Cn1nc(-c2ccc3c(c2)OCCO3)ccc1=O	0%	0%	6%	-3%	-3	-0.2%	-11%	8%	-5%	6%	-2%
O=C(COC(=O)C1=Cc2ccccc2OC1)NC1CCCC1	1%	-3%	1%	-2%	3	-0.3%	15%	7%	-11%	-6%	6%
CCOc1ccc(OCC(=O)OCC(=O)NNC(=O)c2ccc([N+](=O)[O-])cc2)cc1	2%	7%	6%	1%	.	-0.6%	13%	-6%	-3%	7%	7%
Cc1ccc(C(=O)CSc2nc3ccccc3c(=O)n2N)o1	2%	-2%	?	.	9	-0.2%	?	-7%	6%	.	-21%
O=C(NNC(=S)Nc1cccc(Cl)c1)c1ccccc1	1%	2%	?	1%	-3	0.2%	?	-5%	3%	-2%	-5%
C[C@H](NC(=O)c1ccccc1)C(=O)OCC(=O)c1c[nH]c2ccccc12	5%	0%	0%	-4%	-15	-0.6%	2%	14%	-1%	-5%	13%
CN(C)S(=O)(=O)Nc1cccc(NC(=O)CC23CC4CC(CC(C4)C2)C3)c1	-10%	?	?	0%	16	0.1%	?	1%	1%	-6%	-4%
Cc1ccc(S(=O)(=O)N2[C@@H](c3ccc(Cl)cc3)C(C(=O)O)=CC[C@H]2c2ccc(Cl)cc2)cc1	0%	-20%	15%	-8%	-11	-1.8%	25%	-14%	-7%	1%	1%
COc1ccc(NS(=O)(=O)c2cccc(C(=O)N(C)Cc3cccs3)c2)cc1	-5%	5%	8%	0%	14	0.5%	?	7%	1%	1%	-2%
CN(Cc1ccc(C(F)(F)F)cc1)C(=O)C1CCC(=O)N(C2CC2)C1 (stereo unspecified)	-1%	-5%	-5%	.	1	0.4%	14%	2%	-1%	0%	-12%
CCCC(=O)N1CCCC(c2nc(-c3cccs3)no2)C1 (stereo unspecified)	2%	1%	?	0%	1	0.1%	?	9%	-1%	0%	-1%
COc1ccc(S(=O)(=O)NCCc2ccccc2)c2cccnc12	0%	0%	1%	-2%	0	0.3%	?	9%	-1%	3%	-4%
CC1CCN(c2ccc(NC(=O)Cn3c(=O)oc4ccccc43)cc2)CC1	-1%	0%	-1%	2%	21	2.7%	6%	1%	-3%	1%	-3%
CCOC(=O)Cc1csc(NC(=O)CN2C(=O)c3ccccc3C2=O)n1	-1%	1%	-9%	1%	10	-0.3%	-15%	-2%	-1%	-4%	-3%
CCOC(=O)C1=C(CC)Nc2ccccc2N=C1NC(=O)CCN1C(=O)C2CCCCC2C1=O (stereo unspecified)	1%	0%	.	0%	-7	0.3%	?	10%	1%	-1%	3%
Cc1cc(C)c(OCC(=O)Nc2ccc(S(=O)(=O)N3CCCC3)cc2)c(C)c1	4%	-3%	4%	-5%	-5	0.4%	-11%	0%	30%	-10%	-1%
Cc1cccn2c(=O)c(/C=C(\C#N)C(N)=O)c(N3CCN(c4cccc(Cl)c4)CC3)nc12	-7%	0%	?	0%	-9	0.2%	?	9%	?	-18%	-10%
CN1CCN(c2ccc([N+](=O)[O-])c(-n3nc(-c4ccccc4)c4ccccc4c3=O)c2)CC1	1%	0%	1%	-10%	-10	-0.1%	20%	-14%	-12%	4%	-8%
Cn1/c(=N/NC(=O)c2cccc(OC(F)F)c2)sc2ccccc21	2%	0%	-8%	-2%	0	3.4%	2%	1%	-3%	6%[46.1 µM]	-2%
CCn1cc(C(=O)NCCc2ccc(OC)cc2)c(=O)c2ccc(C)nc21	2%	1%	-2%	-4%	-14	0.1%	-6%	7%	8%	0%	0%
Cc1cc(=O)oc2cc(OCC(=O)Nc3cccc(S(=O)(=O)N(C)C)c3)ccc12	2%	-1%	?	1%	-4	-0.8%	2%	5%	-4%	2%[46.1 µM]	-2%
CCCNc1c(NS(=O)(=O)c2cccs2)c(=O)oc2ccccc12	0%	0%	?	1%	17	-0.5%	0%	5%	-14%	-2%	-1%
Cc1ccc(NC(=O)COc2ccc(Br)cc2CO)cc1S(=O)(=O)N1CCOCC1	1%	-1%	?	-4%	-13	0.8%	21µM*	-2%	.	-1%	2%
C=CCC1(CC=C)CCCN1C(=O)c1cc(COc2cccc(C(F)(F)F)c2)on1	-1%	1%	6%	.	11	-0.6%	4%	-14%	0%	0%	?
CCSc1ncnc2c1sc1nc3c(cc12)COC(C)(C)C3	1%	0%	-4%	-4%	-1	-0.4%	?	1%	1%	7%[46.1 µM]	2%
CC(C)C(NC(=O)C1CCCCC1)C(=O)NCCc1ccccc1 (stereo unspecified)	-2%	2%	3%	-3%	2	0.1%	-4%	-2%	0%	5%	12%
COc1cccc(OC)c1C(=O)NN1CCCCC1	1%	-1%	?	-3%	8	0.0%	-4%	-6%	1%	-22%	.
